Source: PubChem BioAssay (several laboratories)
FXN GAA850 act: FXN promoter activators, primary screen, cell-based, luciferase luminescence, HEK293 lucGAA850 | HEK293 lucGAA850 FXN promoter luciferase reporter, 24 h; percent of 10 µM SAHA response | activation, % at 6 µM | 360,000 tested, 0.56% active;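 active means activation above the average of all compounds screened plus 3 SD, cutoff fixed separately per campaign, cut at about 7.5% in these data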;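 further: 0% = DMSO wells and 100% = 10 µM SAHA wells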
DAX1 inh-1: DAX1 (NR0B1) inhibitors on StAR promoter, primary screen, cell-based, luminescence, SF-1 (NR5A1), full-length DAX-1 | 370,000 tested, 1.1% active | inhibition, % at 6.8 µM | AID 652010, 2013 | HEK293T StAR-luciferase reporter, SF-1/DAX-1 repression relief;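 active means inhibition above the mean over all tested compounds plus 3 SD, cut at about 3.6% in these data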;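 further: 0% = DAX-1 cells with DMSO and 100% = cells lacking DAX-1 with DMSO; higher inhibition means more luminescence from relief of DAX-1 repression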
ADAM10 inh: human ADAM10 inhibitors, primary screen, biochemical, QFRET, HTS; recombinant ADAM10, EDANS/DABCYL FRET peptide cleavage, 3 h; 370,000 tested, 0.62% active; AID 720582, 2013; inhibition, % at 7 µM; Disintegrin and metalloproteinase domain-containing protein 10 (Homo sapiens), O14672;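 active means inhibition above a per-campaign cutoff equal to the mean of compounds falling between control-based bounds plus 3 SD, cut at about 20% in these data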;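 further: 0% = DMSO wells while the 100% control is not disclosed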
hgDAF-12 ag: H. glycines DAF-12 receptor agonists, primary screen, cell-based, luminescence, HEK293, GAL4 fusion, UAS-luciferase; 370,000 tested, 1.8% active; activation, % at 6.8 µM; HEK293 GAL4-hgDAF12 UAS-luciferase reporter, agonist luminescence; normalized to butyrate control;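 active means activation above a cutoff set at the mean of all screened compounds plus 3 SD, cut at about 10% in these data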;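 further: 0% = DMSO wells and 100% = sodium butyrate wells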
NPR1 activator: GC-A stimulated cGMP production enhancers – HEK293 GC-A cells, cGMP TR-FRET, EC30 ANP, primary screen; 0% at EC30 ANP, 100% saturating ANP; activation, % at 10 µM; 370,000 tested, 0.14% active; in the data active means activation above about 40%
SMARCA2 activ: SMARCA2 (BRM) function activators, primary screen, cell-based, luminescence, high throughput | MG213 cells, MMTV-luciferase reporter, dexamethasone, overnight | activation, % at 9.1 µM | 370,000 tested, 1% active; in the data active means activation above about 7.8%;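 further: 0% = vehicle wells and 100% = reference activator wells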
hcDAF12 agonist: H. contortus DAF-12 nuclear receptor activators, primary screen, cell-based, luminescence, HEK293, lit1-tk-luc reporter. activation, % at 6.8 µM. 370,000 tested, 1.4% active. AID 652067, 2013. HEK293 hcDAF-12 lit1-tk-luc reporter; 0% DMSO, 100% Δ7-dafachronic acid;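 active means activation above the mean of all tested compounds plus 3 SD, cut at about 5.5% in these data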;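 further: 100% = response to 3 µM Δ7-dafachronic acid high control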
DAX1 inh-2: DAX1 (NR0B1) inhibitors, primary screen, cell-based, HEK293, Gal4-DAX1, luciferase luminescence; Nuclear receptor subfamily 0 group B member 1 (Homo sapiens), P51843; HEK293 Gal4-DAX1 luciferase reporter; inhibition, % at 6.75 µM; 340,000 tested, 0.99% active; AID 504766, 2011;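 active means inhibition above the mean over all tested compounds plus 3 SD, cut at about 4.2% in these data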;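 further: 0% = DAX1-transfected cells with DMSO and 100% = empty-vector control cells with DMSO; inhibition shows as a rise in luminescence from relieved DAX1 repression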
Target sequence (P51843 207-470 limits assumed): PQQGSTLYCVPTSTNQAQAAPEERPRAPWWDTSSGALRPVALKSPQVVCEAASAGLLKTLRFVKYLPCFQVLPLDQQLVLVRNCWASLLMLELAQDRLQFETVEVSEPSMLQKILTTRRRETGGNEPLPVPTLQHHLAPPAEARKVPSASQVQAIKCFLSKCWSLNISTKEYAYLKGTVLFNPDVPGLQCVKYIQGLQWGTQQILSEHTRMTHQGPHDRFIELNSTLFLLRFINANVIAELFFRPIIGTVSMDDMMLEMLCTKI
GC-B act: human GC-B receptor activators, primary screen, HEK293 GC-B cells, cGMP TR-FRET, EC30 CNP; 370,000 tested, 0.11% active; activation, % at 10 µM; Atrial natriuretic peptide receptor 2 (Homo sapiens), P20594; 0% at EC30 CNP, 100% saturating CNP;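 active means activation at 10 µM reaching about 35% in either raw or pattern-adjusted values, limit read from the data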
ssDAF-12 act: S. stercoralis DAF-12 nuclear receptor activators, primary screen, cell-based, luminescence, HEK293, GRIP1 co-expression, lit1-tk-luc; Nuclear hormone receptor DAF-12 (Strongyloides stercoralis); HEK293 ssDAF-12/GRIP1 lit1-tk-luc reporter; % of 3 µM dafachronic acid response; activation, % at 6.8 µM; 370,000 tested, 1% active; AID 652126, 2013;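 active means activation above the mean over all tested compounds plus 3 SD, cut at about 0.9% in these data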;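 further: 0% = DMSO-only wells and 100% = 3 µM delta7-dafachronic acid wells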
HGIII-sPLA2 inh: human group III sPLA2 inhibitors, primary screen, biochemical, QFRET, BODIPY PC-A2 liposome substrate | 370,000 tested, 0.56% active | AID 743126, 2013 | inhibition, % at 12.2 µM | QFRET BODIPY PC-A2 liposome hydrolysis, fluorescence | Group 3 secretory phospholipase A2 (Homo sapiens), Q9NZ20;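 active means inhibition above mean plus 3 SD of compounds lying within the high and low control bounds, cut at about 19% in these data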;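 further: 0% = median of test compound wells and 100% = no enzyme DMSO wells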
Target sequence (Q9NZ20 whole entry, looked up): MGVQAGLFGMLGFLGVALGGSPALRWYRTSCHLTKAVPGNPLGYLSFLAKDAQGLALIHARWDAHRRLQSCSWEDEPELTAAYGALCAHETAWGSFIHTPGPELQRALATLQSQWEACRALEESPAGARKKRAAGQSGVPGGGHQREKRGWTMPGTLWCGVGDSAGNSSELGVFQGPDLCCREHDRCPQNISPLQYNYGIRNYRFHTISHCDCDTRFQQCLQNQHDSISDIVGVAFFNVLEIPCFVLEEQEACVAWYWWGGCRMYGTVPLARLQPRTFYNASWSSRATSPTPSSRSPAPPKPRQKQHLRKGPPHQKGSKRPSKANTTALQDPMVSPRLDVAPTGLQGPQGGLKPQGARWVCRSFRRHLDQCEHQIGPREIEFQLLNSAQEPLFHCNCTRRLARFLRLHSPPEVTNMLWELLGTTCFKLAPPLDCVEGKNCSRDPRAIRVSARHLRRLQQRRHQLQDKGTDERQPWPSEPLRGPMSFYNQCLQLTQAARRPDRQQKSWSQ
* = called active by the depositor. An excerpt; count on the stated rates, not on these rows.

What do the screens show for `O=c1[nH]c(=O)n(C2CCCCC2)c(O)c1C=Nc1ccc(N2CCOCC2)cc1`?
FXN GAA850 act: 1.9; DAX1 inh-1: 0.2; ADAM10 inh: 1; hgDAF-12 ag: -0.8; NPR1 activator: 6; SMARCA2 activ: -1; hcDAF12 agonist: 0.0; DAX1 inh-2: -1.4; GC-B act: 2; ssDAF-12 act: -0.8; HGIII-sPLA2 inh: 5

What do the screens show for `Cn1c(O)c(C(=Nc2ccc(F)cc2)c2ccccc2Cl)c(=O)n(C)c1=O`?
FXN GAA850 act: -0.8; DAX1 inh-1: -0.2; ADAM10 inh: 1; hgDAF-12 ag: -2.8; NPR1 activator: -3; SMARCA2 activ: -1; hcDAF12 agonist: -1.1; DAX1 inh-2: -1.6; GC-B act: -7; ssDAF-12 act: -0.5; HGIII-sPLA2 inh: -4

Results for COC(=O)C1=C(c2ccc(OCc3ccccc3)cc2)C[C@@H]2CC[C@H]1N2C(=O)NCc1ccccc1 ?
FXN GAA850 act: -9.1; DAX1 inh-1: -0.2; ADAM10 inh: 2; hgDAF-12 ag: 0.7; NPR1 activator: 3; SMARCA2 activ: 1; hcDAF12 agonist: -2.3; DAX1 inh-2: -1.1; GC-B act: 1; ssDAF-12 act: -0.9; HGIII-sPLA2 inh: 5

Results for CCN(CC)CCCN=Cc1c(O)n(-c2ccccc2F)c(=O)[nH]c1=O ?
FXN GAA850 act: 2.9; DAX1 inh-1: 0.0; ADAM10 inh: -4; hgDAF-12 ag: -0.5; NPR1 activator: -2; SMARCA2 activ: 1; hcDAF12 agonist: -2.4; DAX1 inh-2: 0.8; GC-B act: -5; ssDAF-12 act: -0.6; HGIII-sPLA2 inh: -9

What do the screens show for `CCCCC/C(=N/O)c1c(C)[nH]c2ccccc12`?
FXN GAA850 act: 0.0; DAX1 inh-1: 0.3; ADAM10 inh: -5; hgDAF-12 ag: 2.9; NPR1 activator: 5; SMARCA2 activ: -1; hcDAF12 agonist: 1.8; DAX1 inh-2: 0.3; GC-B act: -8; ssDAF-12 act: 0.2; HGIII-sPLA2 inh: -13

How did O=C(OCC(=O)c1ccc([N+](=O)[O-])cc1)/C(=C\c1ccc(Cl)cc1)NC(=O)c1ccccc1 do in these assays?
FXN GAA850 act: -1.4; DAX1 inh-1: 1.1; ADAM10 inh: 8; hgDAF-12 ag: 0.7; NPR1 activator: -8; SMARCA2 activ: 0; hcDAF12 agonist: -1.0; DAX1 inh-2: -0.8; GC-B act: -2; ssDAF-12 act: -1.5; HGIII-sPLA2 inh: -4

What do the screens show for `COC(=O)C1=C(c2ccc(-c3ccccc3)c(F)c2)C[C@@H]2CC[C@H]1N2C(=O)NC1Cc2ccccc2C1`?
FXN GAA850 act: -4.8; DAX1 inh-1: -0.6; ADAM10 inh: 3; hgDAF-12 ag: 1.8; NPR1 activator: 1; SMARCA2 activ: -2; hcDAF12 agonist: 0.1; DAX1 inh-2: -1.4; GC-B act: -6; ssDAF-12 act: -1.6; HGIII-sPLA2 inh: -2

How did CC1=C(O)C(=O)C=C2C1=CC=C1C2(C)CCC2(C)C3CC(C)(C(=O)O)CCC3(C)CCC12C (stereo not drawn) do in these assays?
FXN GAA850 act: -16; DAX1 inh-1: -5.5; ADAM10 inh: -2; hgDAF-12 ag: -16; NPR1 activator: 3; SMARCA2 activ: -9; hcDAF12 agonist: -5.7; DAX1 inh-2: -5.0; GC-B act: 1; ssDAF-12 act: -2.2; HGIII-sPLA2 inh: -32

Results for Cc1c(C(c2ccc(Br)cc2)c2c(O)c3ccccc3oc2=O)c(=O)n(-c2ccccc2)n1C (stereo not drawn) ?
FXN GAA850 act: 3.3; DAX1 inh-1: 0.1; ADAM10 inh: 1; hgDAF-12 ag: 2.3; NPR1 activator: 2; SMARCA2 activ: 2; hcDAF12 agonist: -0.9; DAX1 inh-2: 4.0; GC-B act: 1; ssDAF-12 act: -0.9; HGIII-sPLA2 inh: -3

How did N#CCCn1cc(C(=O)Nc2ccccc2Cl)c(-c2ccc(F)cc2)n1 do in these assays?
FXN GAA850 act: -0.1; DAX1 inh-1: -0.3; ADAM10 inh: 10; hgDAF-12 ag: -2.1; NPR1 activator: -3; SMARCA2 activ: 2; hcDAF12 agonist: -3.0; DAX1 inh-2: 0.1; GC-B act: 0; ssDAF-12 act: -0.9; HGIII-sPLA2 inh: -6

What do the screens show for `C[C@]12CCC3C(CC[C@H]4C[C@@H](O)CC[C@]34C)[C@H]1C=CC2=O` (stereo partly drawn)?
FXN GAA850 act: 9.4*; DAX1 inh-1: -1.4; ADAM10 inh: 0; hgDAF-12 ag: -1.6; NPR1 activator: 0; SMARCA2 activ: 0; hcDAF12 agonist: -1.2; DAX1 inh-2: 0.6; GC-B act: -4; ssDAF-12 act: -1.1; HGIII-sPLA2 inh: 2

How did c1ccc(N2C3C4CC(C5CCCC54)C32)cc1 (stereo not drawn) do in these assays?
FXN GAA850 act: -0.7; DAX1 inh-1: -0.1; ADAM10 inh: -3; hgDAF-12 ag: 3.5; NPR1 activator: -5; SMARCA2 activ: -3; hcDAF12 agonist: 2.3; DAX1 inh-2: 0.1; GC-B act: -1; ssDAF-12 act: -0.9; HGIII-sPLA2 inh: 5

Results for Cc1ccc(N2C(=O)CC(=O)NC2=O)c(C)c1 ?
FXN GAA850 act: 0.5; DAX1 inh-1: -0.1; ADAM10 inh: 7; hgDAF-12 ag: 1.3; NPR1 activator: 4; SMARCA2 activ: -3; hcDAF12 agonist: -1.1; DAX1 inh-2: 0.5; GC-B act: -6; ssDAF-12 act: -1.1; HGIII-sPLA2 inh: -1

How did COc1ccc(CN2C(=O)NC(=O)/C(=C\c3cccc(OC)c3OC)C2=O)cc1 do in these assays?
FXN GAA850 act: 0.3; DAX1 inh-1: 0.3; ADAM10 inh: -2; hgDAF-12 ag: 0.5; NPR1 activator: 0; SMARCA2 activ: 0; hcDAF12 agonist: 0.3; GC-B act: 4; ssDAF-12 act: -1.3; HGIII-sPLA2 inh: -1

Results for Fc1ccc(CNC2CN3CCC2CC3)cc1 (stereo not drawn) ?
FXN GAA850 act: -0.6; DAX1 inh-1: 0.0; ADAM10 inh: -7; hgDAF-12 ag: -0.8; NPR1 activator: 5; SMARCA2 activ: -1; hcDAF12 agonist: -1.4; DAX1 inh-2: -0.9; GC-B act: -3; ssDAF-12 act: -0.9; HGIII-sPLA2 inh: 9

Results for CC(=O)OC1(c2ccccc2)CCN(C2CCCCC2)CC1C (stereo not drawn) ?
FXN GAA850 act: -1.4; DAX1 inh-1: 0.6; ADAM10 inh: 3; hgDAF-12 ag: 0.8; NPR1 activator: 1; SMARCA2 activ: -1; hcDAF12 agonist: 0.1; DAX1 inh-2: 1.4; GC-B act: 3; ssDAF-12 act: -0.8; HGIII-sPLA2 inh: -1

What do the screens show for `O=c1ccc2cc(O[C@@H]3O[C@H](CO)[C@@H](O)[C@H](O)[C@H]3O)c(O)cc2o1`?
FXN GAA850 act: 0.6; DAX1 inh-1: 2.4; ADAM10 inh: inactive; hgDAF-12 ag: 2.8; NPR1 activator: 10; SMARCA2 activ: 1; hcDAF12 agonist: -0.3; DAX1 inh-2: 1.2; GC-B act: -3; ssDAF-12 act: -0.3; HGIII-sPLA2 inh: 7

What do the screens show for `CCCCC(=O)N/N=C/c1c(O)n(Cc2ccco2)c(=O)[nH]c1=O`?
FXN GAA850 act: 1.4; DAX1 inh-1: 0.1; ADAM10 inh: -6; hgDAF-12 ag: 3.1; NPR1 activator: 0; SMARCA2 activ: -2; hcDAF12 agonist: 2.4; DAX1 inh-2: -0.8; GC-B act: 1; ssDAF-12 act: -1.9; HGIII-sPLA2 inh: -2

Results for CNC(C)Cc1ccc(OC)cc1 (stereo not drawn) ?
DAX1 inh-1: 1.2; ADAM10 inh: -3; hgDAF-12 ag: -0.5; NPR1 activator: 4; SMARCA2 activ: -7; hcDAF12 agonist: -0.4; GC-B act: -3; ssDAF-12 act: -0.2; HGIII-sPLA2 inh: -3

How did Cc1c(C(=O)N2CCC3(CC2)OCCO3)oc2ccc(S(=O)(=O)N3CCOCC3)cc12 do in these assays?
FXN GAA850 act: -0.8; DAX1 inh-1: 0.1; ADAM10 inh: 3; hgDAF-12 ag: -1.6; NPR1 activator: -1; SMARCA2 activ: 0; hcDAF12 agonist: -1.3; DAX1 inh-2: -0.7; GC-B act: 1; ssDAF-12 act: -1.3; HGIII-sPLA2 inh: -1

What do the screens show for `CN1CCN(/N=C/c2c(O)n(C)c(=O)n(C)c2=O)CC1`?
FXN GAA850 act: 0.3; DAX1 inh-1: -0.1; ADAM10 inh: 8; hgDAF-12 ag: 1.9; NPR1 activator: 2; SMARCA2 activ: 3; hcDAF12 agonist: -1.2; DAX1 inh-2: 0.0; GC-B act: 5; ssDAF-12 act: -1.1; HGIII-sPLA2 inh: 9

Results for Cc1nc2ccccc2c(=O)n1-c1ccccc1[N+](=O)[O-] ?
FXN GAA850 act: 1.9; DAX1 inh-1: 0.8; ADAM10 inh: -5; hgDAF-12 ag: 2.8; NPR1 activator: -1; SMARCA2 activ: 1; hcDAF12 agonist: 1.3; DAX1 inh-2: -1.5; GC-B act: 3; ssDAF-12 act: -1.1; HGIII-sPLA2 inh: -3

As a working copy, some entries already given:
What do the screens show for `CN1CCN(/N=C/c2c(O)n(C)c(=O)n(C)c2=O)CC1`?
FXN GAA850 act: 0.3; DAX1 inh-1: -0.1; ADAM10 inh: 8; hgDAF-12 ag: 1.9; NPR1 activator: 2; SMARCA2 activ: 3; hcDAF12 agonist: -1.2; DAX1 inh-2: 0.0; GC-B act: 5; ssDAF-12 act: -1.1; HGIII-sPLA2 inh: 9

Results for Cc1nc2ccccc2c(=O)n1-c1ccccc1[N+](=O)[O-] ?
FXN GAA850 act: 1.9; DAX1 inh-1: 0.8; ADAM10 inh: -5; hgDAF-12 ag: 2.8; NPR1 activator: -1; SMARCA2 activ: 1; hcDAF12 agonist: 1.3; DAX1 inh-2: -1.5; GC-B act: 3; ssDAF-12 act: -1.1; HGIII-sPLA2 inh: -3
